Growth percent in the NCI-60 one-dose screen (48 h, 10 µM unless noted): 100 = growth as untreated, 0 = no growth, -100 = all killed.
HCC-2998 = HCC-2998 colon cancer; 79,000 tested, 4.7% active
SW-620 = SW-620 colon cancer. 82,000 tested, 5.2% active. AID 1794795
SNB-75 = SNB-75 CNS cancer; 79,000 tested, 5% active
SF-268 = SF-268 CNS cancer cells | 82,000 tested, 3.1% active
KM12 = KM12 colon cancer cells; 82,000 tested, 5% active
HCT-116 = HCT-116 colon cancer; AID 1794798; 82,000 tested, 7.3% active
HT29 = HT29 colon cancer. 81,000 tested, 7.4% active. AID 1794748
HCT-15 = HCT-15 colon cancer. 82,000 tested, 5.2% active. AID 1794746
SNB-19 = SNB-19 CNS cancer cells; 81,000 tested, 2.5% active
* = called active by the depositor; [ ] = another dose, or the depositor's remark. Rule for the calls: active = growth percent below 10; inactive = the rest.

What do the screens show for `Clc1ccc(CN=Nc2ccccc2)cc1`?
HCC-2998: 86; SW-620: 60; SNB-75: 94; SF-268: 70; KM12: 54; HCT-116: 78; HT29: 94; HCT-15: 55; SNB-19: 97

How did CC[C@H](Nc1ncnc2nc[nH]c12)c1nc2cccc(NCCCCCC(=O)O)c2c(=O)n1-c1ccccc1 do in these assays?
HCC-2998: 100; SW-620: 100; SNB-75: 77; SF-268: 87; KM12: 104; HCT-116: 91; HT29: 89; HCT-15: 106; SNB-19: 100

What do the screens show for `O=C(CSc1nc2sc3c(c2c(=O)n1-c1ccccc1)CCCCC3)N/N=C/c1ccc([N+](=O)[O-])cc1`?
HCC-2998: 112; SW-620: 100; SNB-75: 102; SF-268: 94; KM12: 107; HCT-116: 91; HT29: 102; HCT-15: 102; SNB-19: 88

Results for COc1cc2nc(C(=O)N3CCCCC3)cc(Nc3ccccc3)c2cc1OC ?
HCC-2998: 105; SW-620: 107; SNB-75: 98; SF-268: 84; KM12: 99; HCT-116: 100; HT29: 104; HCT-15: 102; SNB-19: 104

Results for COc1ccc(Oc2nc(Cl)ncc2NC(=O)Nc2cc(OC)cc(OC)c2)cc1 ?
HCC-2998: 103; SW-620: 106; SNB-75: 95; SF-268: 98; KM12: 99; HCT-116: 85; HT29: 101; HCT-15: 98; SNB-19: 97

Results for CCCCCC[C@](C)(O)[C@H]1CC[C@H]2[C@@H]3C[C@H](O)[C@H]4C[C@@H](O)CC[C@]4(C)[C@H]3CC[C@@]21C ?
HCC-2998: 111; SW-620: 101; SNB-75: 109; SF-268: 104; KM12: 89; HCT-116: 98; HT29: 84; HCT-15: 79; SNB-19: 108

How did O=C(/C=C/c1cccnc1Cl)c1c(O)ccc2ccccc12 do in these assays?
HCC-2998: 119; SW-620: 89; SNB-75: 95; SF-268: 100; KM12: 86; HCT-116: 86; HT29: 91; HCT-15: 76; SNB-19: 78

What do the screens show for `COc1cc2c(c(OC)c1OC)CCC(c1cccc(NC(=O)c3ccc(C#N)cc3)c1)O2` (stereo not drawn)?
HCC-2998: 101; SW-620: 109; SNB-75: 88; SF-268: 83; KM12: 77; HCT-116: 60; HT29: 96; HCT-15: 87; SNB-19: 97

How did O=S(=O)(O)c1ccc(-c2nc3ccccc3[nH]2)cc1 do in these assays?
HCC-2998: 103; SW-620: 102; SNB-75: 97; SF-268: 107; KM12: 113; HCT-116: 96; HT29: 92; HCT-15: 112; SNB-19: 102

What do the screens show for `O=[N+]([O-])c1ccccc1N1CCCCC1`?
HCC-2998: 106; SW-620: 104; SNB-75: 95; SF-268: 104; KM12: 107; HCT-116: 103; HT29: 106; HCT-15: 107; SNB-19: 98

How did CC(C)(C)c1ccc(-c2nc(C#N)c(NC3CCS(=O)(=O)C3)o2)cc1 (stereo not drawn) do in these assays?
HCC-2998: 105; SW-620: 105; SNB-75: 83; SF-268: 92; KM12: 93; HCT-116: 98; HT29: 93; HCT-15: 91; SNB-19: 106

What do the screens show for `CCN(CC)CCSCCCNc1c2ccc(Cl)cc2nc2ccc(OC)cc12`?
HCC-2998: -73*; SW-620: -24*; SNB-75: -98*; SF-268: -39*; KM12: -11*; HCT-116: -56*; HT29: -58*; HCT-15: -31*; SNB-19: -38*

Results for OCCN1CCC(CCCC2CCNCC2)CC1 ?
HCC-2998: 106; SW-620: 99; SNB-75: 81; SF-268: 112; KM12: 113; HCT-116: 116; HT29: 117; HCT-15: 102; SNB-19: 100

Results for O=C(OCc1ccc(Cl)c(Cl)c1)OCc1ccc(Cl)c(Cl)c1 ?
HCC-2998: 103; SW-620: 105; SNB-75: 86; SF-268: 107; KM12: 103; HCT-116: 101; HT29: 102; HCT-15: 104; SNB-19: 104

Results for CCCn1c(-c2cccc(OCCCCl)c2)nc2c1c(=O)n(C)c(=O)n2C ?
HCC-2998: 97; SW-620: 100; SNB-75: 87; SF-268: 84; KM12: 84; HCT-116: 92; HT29: 94; HCT-15: 95; SNB-19: 95

What do the screens show for `COc1ccc(Oc2nc(Cl)ncc2NC(=S)NC(=O)c2ccccc2)cc1`?
HCC-2998: 94; SW-620: 106; SNB-75: 115; SF-268: 96; KM12: 89; HCT-116: 53; HT29: 70; HCT-15: 96; SNB-19: 102

What do the screens show for `O=C(/C=C/c1ccco1)N1CCOCC1`?
HCC-2998: 104; SW-620: 103; SNB-75: 91; SF-268: 115; KM12: 114; HCT-116: 110; HT29: 95; HCT-15: 103; SNB-19: 109

How did CCOC(=O)c1c(C)c2c(n1Cc1ccccc1)CSCC2=O do in these assays?
HCC-2998: 17[100 µM]; SW-620: 17[100 µM]; SNB-75: -14*[100 µM]; SF-268: 21[100 µM]; KM12: -4.2*[100 µM]; HCT-116: -17*[100 µM]; HT29: 7.9*[100 µM]; HCT-15: 12[100 µM]; SNB-19: 14[100 µM]

Results for NC(=O)CSc1ccccc1 ?
SW-620: 99; SNB-75: 90; SF-268: 101; KM12: 104; HCT-116: 95; HT29: 95; HCT-15: 107; SNB-19: 94

Results for Cc1ccc(N2C=[N+](C)c3ccc(C)cc3C2)cc1 ?
HCC-2998: 126; SW-620: 100; SNB-75: 110; SF-268: 103; KM12: 104; HCT-116: 94; HT29: 96; HCT-15: 119; SNB-19: 109

No new results follow: an excerpt of the list.
How did CCOC(=O)c1c(C)c2c(n1Cc1ccccc1)CSCC2=O do in these assays?
HCC-2998: 17[100 µM]; SW-620: 17[100 µM]; SNB-75: -14*[100 µM]; SF-268: 21[100 µM]; KM12: -4.2*[100 µM]; HCT-116: -17*[100 µM]; HT29: 7.9*[100 µM]; HCT-15: 12[100 µM]; SNB-19: 14[100 µM]

Results for NC(=O)CSc1ccccc1 ?
SW-620: 99; SNB-75: 90; SF-268: 101; KM12: 104; HCT-116: 95; HT29: 95; HCT-15: 107; SNB-19: 94

Results for Cc1ccc(N2C=[N+](C)c3ccc(C)cc3C2)cc1 ?
HCC-2998: 126; SW-620: 100; SNB-75: 110; SF-268: 103; KM12: 104; HCT-116: 94; HT29: 96; HCT-15: 119; SNB-19: 109

The listing picks up, repeating the 3 entries before the break.
How did CCOC(=O)c1c(C)c2c(n1Cc1ccccc1)CSCC2=O do in these assays?
HCC-2998: 17[100 µM]; SW-620: 17[100 µM]; SNB-75: -14*[100 µM]; SF-268: 21[100 µM]; KM12: -4.2*[100 µM]; HCT-116: -17*[100 µM]; HT29: 7.9*[100 µM]; HCT-15: 12[100 µM]; SNB-19: 14[100 µM]

Results for NC(=O)CSc1ccccc1 ?
SW-620: 99; SNB-75: 90; SF-268: 101; KM12: 104; HCT-116: 95; HT29: 95; HCT-15: 107; SNB-19: 94

Results for Cc1ccc(N2C=[N+](C)c3ccc(C)cc3C2)cc1 ?
HCC-2998: 126; SW-620: 100; SNB-75: 110; SF-268: 103; KM12: 104; HCT-116: 94; HT29: 96; HCT-15: 119; SNB-19: 109

How did O=C(/C=C/c1cccc(F)c1)c1ccc(N2CCNCC2)cc1 do in these assays?
HCC-2998: 95; SW-620: 61; SNB-75: 85; SF-268: 85; KM12: 78; HCT-116: 42; HT29: 30; HCT-15: 73; SNB-19: 72

Results for O=C(Cn1nnc2ccccc21)N/N=C/c1cccc(F)c1 ?
HCC-2998: 96; SW-620: 93; SNB-75: 94; SF-268: 98; KM12: 93; HCT-116: 84; HT29: 100; HCT-15: 99; SNB-19: 105

What do the screens show for `O=C(CCl)OCCOc1ccccc1`?
HCC-2998: 101; SW-620: 94; SNB-75: 88; SF-268: 96; KM12: 99; HCT-116: 88; HT29: 103; HCT-15: 103; SNB-19: 104

How did O=C(c1ccccc1)c1ccccc1-c1nnc2n1N=C(c1ccccc1)CS2 do in these assays?
HCC-2998: 138; SW-620: 109; SNB-75: 86; SF-268: 102; KM12: 106; HCT-116: 92; HT29: 115; HCT-15: 97; SNB-19: 87

Results for CCCSc1oc(-c2ccccc2)nc1S(=O)(=O)c1ccc(C)cc1 ?
HCC-2998: 105; SW-620: 101; SNB-75: 88; SF-268: 92; KM12: 97; HCT-116: 83; HT29: 101; HCT-15: 99; SNB-19: 100

Results for Nc1c(C(=O)Nc2ccccc2-c2cn(CCCO)nn2)sc2nc3c(cc12)CCCCC3 ?
HCC-2998: 86; SW-620: 112; SNB-75: 80; SF-268: 90; KM12: 74; HCT-116: 82; HT29: 83; HCT-15: 67; SNB-19: 86

What do the screens show for `COc1ccc(Nc2ncc3c(N)nccc3n2)cc1`?
HCC-2998: 108; SW-620: 100; SNB-75: 92; SF-268: 78; KM12: 76; HCT-116: 84; HT29: 88; HCT-15: 44; SNB-19: 107

What do the screens show for `O=C(Nc1ccc(NC(=O)C(Cl)(Cl)Cl)cc1)C(Cl)(Cl)Cl`?
HCC-2998: 109; SW-620: 90; SNB-75: 118; SF-268: 101; KM12: 90; HCT-116: 85; HT29: 73; HCT-15: 81; SNB-19: 110

Results for CC(C)CSc1nc(NCCc2c[nH]c3ccccc23)c(C#N)c(-c2ccccc2)n1 ?
HCC-2998: 44; SW-620: 36; SNB-75: 83; SF-268: 67; KM12: 35; HCT-116: 12; HT29: 4.5*; HCT-15: 23

How did CC(C)Oc1nc2c(c(=O)n(C)c(=O)n2C)n1C do in these assays?
HCC-2998: 101; SW-620: 102; SNB-75: 88; SF-268: 100; KM12: 105; HCT-116: 101; HT29: 97; HCT-15: 106; SNB-19: 96

How did O=C(C[N+](=O)[O-])c1ccc(Cl)cc1 do in these assays?
HCC-2998: 110; SW-620: 106; SNB-75: 95; SF-268: 108; KM12: 109; HCT-116: 101; HT29: 113; HCT-15: 103; SNB-19: 111

Results for CCOC(=O)/C=C(/C)c1ccccc1 ?
HCC-2998: 111; SW-620: 109; SNB-75: 84; SF-268: 106; KM12: 107; HCT-116: 106; HT29: 98; HCT-15: 100; SNB-19: 107

What do the screens show for `O=C(CNC(=O)NCC1CCCCC1)NC1NC2CCCCC2N1` (stereo not drawn)?
HCC-2998: 99; SW-620: 95; SNB-75: 76; SF-268: 99; KM12: 97; HCT-116: 94; HT29: 105; HCT-15: 98; SNB-19: 98

Results for CCCCCCCCCCCCCCn1cc(C2=C(c3coc4ccc(OC)cc34)C(=O)N(O)C2=O)c2ccccc21 ?
HCC-2998: 103; SW-620: 93; SNB-75: 88; SF-268: 104; KM12: 93; HCT-116: 77; HT29: 89; HCT-15: 96; SNB-19: 100

What do the screens show for `N=c1nnc(=N)c1=NNc1cccc2c(O)c3ccccc3c(O)c12`?
HCC-2998: 91; SW-620: 67; SNB-75: 93; SF-268: 92; KM12: 88; HCT-116: 68; HT29: 71; HCT-15: 73; SNB-19: 89

How did COc1ccc(-c2nc(SCC(C)C)nc(N/N=C(/C)c3ccc(C)cc3)c2C#N)cc1 do in these assays?
HCC-2998: 98; SW-620: 94; SNB-75: 73; SF-268: 88; KM12: 79; HCT-116: 96; HT29: 89; HCT-15: 94; SNB-19: 86

How did CC1=CC(C)(C)NC(=S)N1c1ccc(C)cc1S(=O)(=O)O do in these assays?
HCC-2998: 114; SW-620: 118; SNB-75: 94; SF-268: 104; KM12: 102; HCT-116: 99; HT29: 117; HCT-15: 110; SNB-19: 100

How did CCCc1nc(-c2cc(OC)c(OC)c(OC)c2)no1 do in these assays?
HCC-2998: 107; SW-620: 101; SNB-75: 77; SF-268: 96; KM12: 100; HCT-116: 98; HT29: 103; HCT-15: 102; SNB-19: 95

What do the screens show for `COc1cc(F)c(/C=C/c2cc(/C=C/c3cc(OC)c(OC)cc3F)n(-c3ccccc3)n2)cc1OC`?
HCC-2998: 99; SW-620: 97; SNB-75: 100; SF-268: 93; KM12: 94; HCT-116: 75; HT29: 80; HCT-15: 87; SNB-19: 98

What do the screens show for `CC1=C(C)C[C@]2(C(=O)O[C@H](C)[C@H]2C)[S@](=O)C1`?
HCC-2998: 105; SW-620: 108; SNB-75: 104; SF-268: 93; KM12: 101; HCT-116: 110; HT29: 94; HCT-15: 107; SNB-19: 101

How did O=C(CN1CCOCC1)Nc1nc(-c2cc3ccccc3oc2=O)cs1 do in these assays?
HCC-2998: 103; SW-620: 101; SNB-75: 82; SF-268: 90; KM12: 100; HCT-116: 99; HT29: 103; HCT-15: 104; SNB-19: 101

How did Cc1cc(C(=O)O)c(C)cc1C(=O)O do in these assays?
HCC-2998: 95; SW-620: 114; SNB-75: 97; SF-268: 115; KM12: 113; HCT-116: 105; HT29: 103; HCT-15: 104; SNB-19: 107

Screens deposited in PubChem by NCI.
